# Pin1 inhibitor – human Pin1 inhibition. Q13526. Pin1 FP peptide displacement, HiFluor488, 10 min. Potency, µM (series often up to 115 µM), without a hit: at the top dose activity, negative = inhibition, most hits filed as inhibitors. actives 0.009% (n = 390,000). AID 504891; active = well fitted inhibition curve with a large enough effect in the polarisation, with a control signal flat, not every such curve was filed as active; inconclusive = small, poorly fitted or top-dose-only effect, or effect the other way, or a change in a side signal; inactive = no such curve, though single readings can be large or run the other way; the % refers to the polarisation; also: % is scaled to controls: 0 for no effect and ±100 for the full control effect
# Target sequence (Q13526 whole entry, looked up): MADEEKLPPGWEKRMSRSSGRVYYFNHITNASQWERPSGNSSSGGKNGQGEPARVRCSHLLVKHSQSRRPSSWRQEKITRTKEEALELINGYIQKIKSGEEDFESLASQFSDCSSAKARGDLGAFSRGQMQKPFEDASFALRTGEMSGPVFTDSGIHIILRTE
# BLM inh – inhibitors of human Bloom syndrome helicase BLM; P54132; actives 0.2% (n = 350,000); Potency, µM (top dose mostly 56.1 µM), without a hit: at the top dose activity change, negative = inhibition, hits mostly inhibitors; recombinant BLM DNA unwinding, fluorescence dequenching;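 also: plate controls were vehicle for no effect and no enzyme for full effect; nearly all actives have a fitted effect of over 35% in size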
# GLS inh – inhibitors of human glutaminase (GLS). O94925. GLS enzymatic activity, qHTS titration. actives 0.21% (n = 410,000). Potency, µM (titrated, usually from 45.5 µM), without a hit: top-dose activity change, negative = inhibition, actives largely listed as inhibitors. AID 624170; also: % is scaled to controls: 0 for no effect and ±100 for the full control effect
# Target sequence (O94925 whole entry, looked up): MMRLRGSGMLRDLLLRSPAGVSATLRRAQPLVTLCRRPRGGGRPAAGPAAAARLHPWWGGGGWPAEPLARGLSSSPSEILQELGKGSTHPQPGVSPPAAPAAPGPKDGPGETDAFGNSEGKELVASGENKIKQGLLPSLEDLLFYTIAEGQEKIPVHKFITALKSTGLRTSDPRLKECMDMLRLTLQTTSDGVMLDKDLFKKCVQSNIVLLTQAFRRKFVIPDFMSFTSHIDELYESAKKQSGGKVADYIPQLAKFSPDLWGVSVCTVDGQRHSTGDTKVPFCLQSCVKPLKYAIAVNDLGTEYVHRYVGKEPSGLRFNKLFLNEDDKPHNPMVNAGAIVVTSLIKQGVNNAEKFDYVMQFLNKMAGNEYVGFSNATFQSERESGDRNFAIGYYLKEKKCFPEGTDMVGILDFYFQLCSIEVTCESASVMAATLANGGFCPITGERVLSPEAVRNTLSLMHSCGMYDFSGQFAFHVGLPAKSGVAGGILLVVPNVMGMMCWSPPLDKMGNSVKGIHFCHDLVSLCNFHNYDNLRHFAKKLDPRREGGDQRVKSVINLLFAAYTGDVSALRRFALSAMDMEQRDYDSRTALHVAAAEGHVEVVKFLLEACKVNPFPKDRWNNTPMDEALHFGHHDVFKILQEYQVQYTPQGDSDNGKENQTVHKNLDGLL
#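 hKGA in 45 mM KH2PO4 (pH 8.2), 0.02% Tween-20 with compound, then 1mM L-Glutamine (stock as added) plus glutamate oxidase/HRP/Amplex red coupling mix. Fluorescence read initially and after 30 min at RT; signal change reflects glutamate formation.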
# G9a block – inhibitors of human histone lysine methyltransferase G9a. Q96KQ7. G9a H3K9 monomethylation, AlphaScreen, 2 h. Potency, µM (titrated, usually from 102 µM), without a hit: at the top dose activity, negative = inhibition, usual class: inhibitors. actives 8.8% (n = 350,000); also: % is scaled to controls: 0 for no effect and ±100 for the full control effect; nearly all actives have a fitted effect of over 75% in size
#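 G9a (20 nM) preincubated 15 min RT with compounds, then 500 nM biotinylated H3K9 peptide and 20 uM SAM added; 2 h RT reaction. Monomethyl-H3K9 product detected by AlphaScreen with anti-H3K9me1 antibody, streptavidin donor and anti-rabbit IgG acceptor beads.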
# HP1b chromo inh – blocks HP1-beta chromodomain binding to methylated histone tails; AlphaScreen HP1-beta / biotin-H3K9me3 peptide binding; Potency, µM (top dose mostly 114 µM), for inactives: at the top dose activity change, negative = inhibition, hits mostly inhibitors; actives 0.56% (n = 390,000); AID 540317; also: nearly all actives have a fitted effect of over 70% in size; inactives centre near 23
# Target sequence (P83916 whole entry, looked up): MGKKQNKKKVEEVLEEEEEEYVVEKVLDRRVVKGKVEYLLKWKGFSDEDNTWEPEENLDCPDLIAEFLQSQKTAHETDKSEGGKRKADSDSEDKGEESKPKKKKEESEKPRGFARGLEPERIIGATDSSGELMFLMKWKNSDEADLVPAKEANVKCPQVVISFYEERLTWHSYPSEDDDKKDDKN
#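 Compound inhibition of the preformed complex between 50 nM HP1-beta and 50 nM biotinylated H3K9me3 peptide was read by AlphaScreen. Buffer was PBS pH 7.4 with 0.01% Tween-20. Incubations ran 30 min at room temperature, with 10 ug/mL donor/acceptor beads.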
# JMJD2A Tudor inh – JMJD2A Tudor domain (human) inhibition; AlphaScreen JMJD2A-Tudor / H3K4me3 peptide binding; Potency, µM (series often up to 114 µM), for the others: at the highest dose activity change, negative = inhibition, usual class: inhibitors; O75164; actives 4.4% (n = 390,000); also: % is scaled to controls: 0 for no effect and ±100 for the full control effect; nearly all actives have a fitted effect of over 50% in size
# Pol iota inh – blocks human DNA polymerase iota activity | Q9UNA4 | Pol iota fluorescent replication assay, 10 min | Potency, µM (top dose mostly 115 µM), for the others: top-dose activity, negative = inhibition, most hits filed as inhibitors | actives 1% (n = 390,000) | AID 588590
#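 Fluorescent replication assay read twice, at 0 min and 10 min after adding 50 nM (final) substrate. Enzyme (10 nM) and compounds were first incubated 15 min at room temperature; enzyme-free buffer wells were negative controls.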
# BAZ2B inh – BAZ2B (human) inhibition; AID 504333; actives 4.4% (n = 360,000); Q9UIF8; Potency, µM (top dose mostly 114 µM), for the others: top-dose activity change, negative = inhibition, usual class: inhibitors; AlphaScreen BAZ2B-H3K14Ac peptide displacement; also: % is scaled to controls: 0 for no effect and ±100 for the full control effect; nearly all actives have a fitted effect of over 60% in size
#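 In this displacement format the biotinylated H3(5-23) peptide acetylated at Lys14 serves as ligand at 50 nM, with BAZ2B at 50 nM in PBS pH 7.4 containing 0.01% Tween-20. Donor and acceptor beads are 10 ug/mL final.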
# PGK inhibitor – blocks T. brucei phosphoglycerate kinase; PGK/GAPDH coupled, Kinase-Glo luminescence, 60 min; AID 602233; Potency, µM (titrated, usually from 57.5 µM), for the others: at the top dose activity change, negative = inhibition, usual class: inhibitors; actives 0.043% (n = 380,000); P07378; also: % is scaled to controls: 0 for no effect and ±100 for the full control effect; nearly all actives have a fitted effect of over 60% in size
#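 Luminescent ATP detection (Kinase-Glo Plus) follows a 60-minute room-temperature incubation, with wells lacking PGK as controls. Buffer: 100 mM TEA (pH 7.6), 5 mM MgCl2, 0.01% Tween-20. Coupling enzyme GAPDH (100 nM final) supplies unstable 1,3-BPG in-well.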
# * marks the source's active call; other numbers are inactive results; i = inactive; ? = inconclusive; . = no result given; [ ] = remark or other dose. Unless noted, calls follow the shape of the dose curve; as a rule, active = well fitted curve in the direction sought with a large enough effect; inconclusive = small, poorly fitted or top-dose-only effect, or another doubt; inactive = no such curve, though single readings can be large; an effect the other way counts as inactive or inconclusive. Potency is read from the fitted curve at half-maximal effect. The list is partial, so the mix of outcomes need not match the whole.
# Below each SMILES: Pin1 inhibitor, BLM inh, GLS inh, G9a block, HP1b chromo inh, JMJD2A Tudor inh, Pol iota inh, BAZ2B inh, PGK inhibitor
CC/C(=N/NC(=O)c1ccc(Br)o1)c1ccc(Cl)cc1
    5%, 1%, 2%, -6%[59 µM], 5%, -11%, 13%, 2%, 5%
Cc1ccc(-c2ccc(CCC(=O)O)n2-c2ccc(O)cc2)cc1
    -19%, -1%, 30%, ?, -20%, ?, -7%, ?, -2%
COCCNC(=O)C(=O)NCC1OCCN1C(=O)c1ccc(Cl)cc1 (configuration not stated)
    -1%, -2%, 0%, 10%, 24%, -15%, 5%, -1%, -6%
CC(=O)Nc1ccc(S(=O)(=O)Nc2cccc(N(C)S(C)(=O)=O)c2)cc1
    0%, 0%, 6%, 4%[59 µM], 39%[activator], -1%, 9%, 2%, -4%
CCSc1nnc(-c2c[nH]c3ccccc23)o1
    -4%, -3%, -8%, 55%[activator], 37%, 6%, 32%[activator], 3%, 3%
O=C(CSc1nc(O)c(C(c2ccccc2)c2ccccc2)c(=O)[nH]1)N1CCOCC1
    -1%, -2%, 14%, -3%, 13%, -14%, -28%, -3%, i
COc1ccc(NC2=C(c3ccccc3)C(=O)c3ccccc32)cc1Cl
    8%, -5%, 3%, 13%[59 µM], 33%, -27%, 15%, 0%, -2%
CCN(CC)CCCN1C(=O)c2oc3ccccc3c(=O)c2C1c1cc(OC)ccc1OC (configuration not stated)
    1%, -2%, 6%, -1%[12.7 µM], 23%, -3%, 11%, -9%, -7%
CCCN(CCC)CCNC(=O)CCC(=O)Nc1ccc2nc(N3CCOCC3)cc(C)c2c1
    5%, 7%, 0%, -41%, -11%, ?, 44%[activator], -9%, -8%
COCO[C@H]([C@@H](C)C=C(Br)Br)[C@@H](C)COCc1ccc(OC)cc1
    2%, 1%, ., ., 116%[activator], 77%[activator], -4%, ., .
Cc1ccc(-c2nnc(CSc3nnc(C)s3)o2)cc1
    2%, 3%, -4%, ?, 27%, -9%, -1%, -1%, 5%
COc1ccc(Cl)cc1N(CC(=O)NCCSCc1ccccc1)S(C)(=O)=O
    2%, -5%, -14%, -12%[0.501 µM], 19%, -8%, 74%[activator], -23%, 9%
COc1cc(C(=O)NC2=C(C#N)CCC2)cc(OC)c1OC
    -10%, 1%, 1%, 50µM*, 7%, -13%, -96%, -31%, -5%
Cc1ccc(S(=O)(=O)N2CCC[C@H]2C(=O)Nc2ccccc2C)cc1
    -2%, ., -7%, ., 27%, -8%, 45%[activator], ., -4%
O=C(c1ccc(COc2ccccc2Br)cc1)N1CCCCCC1
    -4%, -1%, 0%, 42%[activator][12.7 µM], 67%[activator], 22%, 7%, 32%[activator], -1%
Cc1ccc(S(=O)(=O)N(C)CC(=O)NCC(c2ccco2)N(C)C)cc1 (configuration not stated)
    0%, ., -4%, 7%[59 µM], 10%, -18%, 9%, -4%, -8%
CCCC(=O)Nc1ccc(NC(=O)c2cccc(OC)c2)nc1
    -12%, -1%, -8%, 6%[59 µM], 59%[activator], -4%, -10%, 1%, -3%
O=C(c1cccc(C(=O)N2CCN(c3ccc(F)cc3)CC2)c1)N1CCN(c2ccc(F)cc2)CC1
    -14%, -5%, 26%, ?, 2%, -32%, 38%[activator], ?, 3%
COc1ccc(NC(=O)CSc2nc3ccccc3cc2Cc2ccccc2)cc1
    -4%, -5%, -3%, -13%[0.0925 µM], 8%, -7%, -7%, 10%, -1%
O=C1CC(c2cccc([N+](=O)[O-])c2)c2ccc3ccccc3c2N1 (configuration not stated)
    -7%, -3%, 10%, ., -10%, ?, 15%, -38%, .
COc1cc(C(=O)NNC(=O)COc2ccccc2Cl)ccc1OCC(=O)N1CCOCC1
    -3%, ., 8%, -6%[2.33 µM], 20%, -8%, 21%, 6%, i
CCOC(=O)Cc1csc(N/N=C/c2ccc(C(F)(F)F)cc2)n1
    1%, -2%, ?, 48%, 45%[activator], 9%, 138%[activator], -2%[57.1 µM], 10%
COc1ccc(C(=O)NCC(=O)N2CCN(c3ccc(Cl)cc3)CC2)cc1
    4%, -5%, -16%, -11%[2.33 µM], 60%[activator], -2%, -15%, -2%, -4%
CC1CCc2c(sc(/N=C/N(C)C)c2C#N)C1 (configuration not stated)
    0%, -3%, -5%, 22µM*, -4%, -31%, -5%, 40µM*, -3%
O=C(NCc1ccc2c(c1)OCO2)NC12CC3CC(CC(C3)C1)C2
    5%, -8%, 5%, -6%[12.7 µM], 16%, -23%, 110%[activator], -28%, i
FC(F)(F)c1cnc(Sc2ncn[nH]2)c(Cl)c1
    -1%, 1%, 0%, -8%, 32%, 5%, 30%[activator], -3%, -6%
CCNC(=S)N(CCc1ccc(S(N)(=O)=O)cc1)C1CC(=O)N(c2ccccc2)C1=O (configuration not stated)
    -10%, 0%, -2%, ., -19%, -11%, 0%, -14%, -2%
CN(C)CC(C)(C)CNS(=O)(=O)c1cccc(Cl)c1Cl
    0%, -3%, 10%, 8.9µM*, 26%, 50µM*, -9%, 11%, 0%
CC1Sc2ccc(S(=O)(=O)N3CCC(C(=O)NCC(C)c4ccccc4)CC3)cc2NC1=O (configuration not stated)
    27%, -2%, -11%, 43%[activator], 34%, -8%, 15%, -11%, -3%
COC(=O)C1=C(Cn2cnc3ccccc32)NC(=O)NC1c1cc(C)ccc1C (configuration not stated)
    4%, 2%, -1%, -11%[59 µM], -10%, 21%[11.4 µM], -1%, 1%, 0%

# (continued)
# Below each SMILES: Pin1 inhibitor, BLM inh, GLS inh, G9a block, HP1b chromo inh, JMJD2A Tudor inh, Pol iota inh, BAZ2B inh, PGK inhibitor
C=C1CCC[C@]2(C)C[C@H]3OC(=O)C(CN(C)CC(OC)OC)[C@H]3CC12 (some centres not stated)
    -2%, -2%, 8%, 5%[12.7 µM], 11%, 1%, 23%, -10%, i
CCN1C(=O)[C@H]2[C@@H](c3ccc(-c4ccc(C(C)=O)cc4)cc3)N3CCCC[C@@]3(C(=O)OC)[C@H]2C1=O
    41%[activator], ., -4%, -4%[2.33 µM], 31%, -30%, 26%, -22%, i
COc1cc(C(C)=O)ccc1OCC(O)CNCC(O)c1ccccc1 (configuration not stated)
    -2%, 6%, -8%, 24%, ?, 28µM*, -22%, 56µM*, -5%
COc1ccc(CCn2c(C)cc(C(=O)CSc3nc(N)cc(=O)[nH]3)c2C)cc1
    12%, -2%, 4%, 6%[12.7 µM], 2%, -28%, 4%, -35%, 8%
Cc1ccc(Cl)cc1N1CCN(C(=O)c2ccc(CN3CCOCC3)cc2)CC1
    0%, -4%, 22%, 31%[59 µM], -5%, -27%, 14%, 3%, -5%
CCC(C)c1ccc(NC(=S)NN2CCOCC2)cc1 (configuration not stated)
    0%, 0%, -9%, -43%, 36%, -8%, 27%, 6%, 0%
COC(=O)C1=C(C)Nc2nc3ccccc3n2C1c1ccccc1F (configuration not stated)
    4%, -3%, -3%, 7%, 22%, -8%, 64%[activator], -10%, 2%
Cc1cc2ncn(/N=C/c3ccc(-c4ccccc4)o3)c2cc1C
    -2%, -3%, -17%, ., -4%, -19%, 25%, ?, -11%
CC1Cc2ccccc2N1C(=O)CSc1nnc(Cn2nnc3ccccc32)n1C (configuration not stated)
    1%, 2%, 14%, 15%[59 µM], 19%, -2%, 20%, 11%, 9%
CSc1ccccc1C(=O)NCc1ccc2c(c1)OCO2
    -8%, 0%, 0%, -48%[59 µM], 8%, -20%, 17%, -16%, -9%
CN1C(=O)CC(C(=O)Nc2ccc(C(=O)O)cc2)SC1=Nc1ccc(Cl)cc1 (configuration not stated)
    -11%, -1%, -4%, 1%[59 µM], 24%, -12%, 7%, 0%, -13%

# Of the compounds above, eight have an aryl thioether with sulfur outside any ring.
# Below each SMILES: Pin1 inhibitor, BLM inh, GLS inh, G9a block, HP1b chromo inh, JMJD2A Tudor inh, Pol iota inh, BAZ2B inh, PGK inhibitor
CCSc1nnc(-c2c[nH]c3ccccc23)o1
    -4%, -3%, -8%, 55%[activator], 37%, 6%, 32%[activator], 3%, 3%
O=C(CSc1nc(O)c(C(c2ccccc2)c2ccccc2)c(=O)[nH]1)N1CCOCC1
    -1%, -2%, 14%, -3%, 13%, -14%, -28%, -3%, i
Cc1ccc(-c2nnc(CSc3nnc(C)s3)o2)cc1
    2%, 3%, -4%, ?, 27%, -9%, -1%, -1%, 5%
COc1ccc(NC(=O)CSc2nc3ccccc3cc2Cc2ccccc2)cc1
    -4%, -5%, -3%, -13%[0.0925 µM], 8%, -7%, -7%, 10%, -1%
FC(F)(F)c1cnc(Sc2ncn[nH]2)c(Cl)c1
    -1%, 1%, 0%, -8%, 32%, 5%, 30%[activator], -3%, -6%
COc1ccc(CCn2c(C)cc(C(=O)CSc3nc(N)cc(=O)[nH]3)c2C)cc1
    12%, -2%, 4%, 6%[12.7 µM], 2%, -28%, 4%, -35%, 8%
CC1Cc2ccccc2N1C(=O)CSc1nnc(Cn2nnc3ccccc32)n1C (configuration not stated)
    1%, 2%, 14%, 15%[59 µM], 19%, -2%, 20%, 11%, 9%
CSc1ccccc1C(=O)NCc1ccc2c(c1)OCO2
    -8%, 0%, 0%, -48%[59 µM], 8%, -20%, 17%, -16%, -9%

# Bioassay records: PubChem, National Center for Advancing Translational Sciences (NCATS)
